PhoP inhibition – inhibitors of PhoP regulon expression, primary screen, Salmonella Typhimurium, GFP reporter (AID 1863); S. Typhimurium PhoP-regulated promoter GFP reporter, 4 h; higher % means a stronger effect; inhibition, % at 50 µM, or IC50 in µM where a hit was titrated; 300,000 compounds, 0.16% hits;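 active = inhibition over 29.93%, a cutoff 3 SD above the screen mean, later confirmed by dose response; inconclusive = inhibition over 29.93% but no dose response follow-up; inactive = inhibition at most 29.93% or unconfirmed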;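 note: 0% = low Mg2+ inducing control and 100% = high Mg2+ repressing control; strong numbers were not always called active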
ER stress rescue – rescue of cells from ER stress-induced death, primary screen, 384-well, CSM14.1, thapsigargin, ATP luminescence (AID 1222) | CSM14.1 thapsigargin-induced death rescue, ATP luminescence; higher % means a stronger effect | cellular ATP content (survival), % at 20 µM; hits with a dose series show EC50 in µM | 190,000 tested, under 10 active;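 active = EC50 below 50 µM in the dose-response confirmation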;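 note: death triggered by thapsigargin at about 15 µM added after 2 h compound pretreatment; cell ATP read after overnight thapsigargin exposure of roughly 18 to 22 hours; normalized against plate controls of thapsigargin alone and 5% DMSO vehicle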
SV40 large T antigen – SV40 large T antigen inhibitors, biochemical (AID 1903). SV40 large T antigen ATPase/helicase inhibition assay; higher % means a stronger effect. inhibition, % at 20 µM, or IC50 in µM where a hit was titrated. 310,000 compounds, 0.39% hits; in the data active = a potency from the dose series; inconclusive = inhibition mostly from about 32% at the one dose, without a potency; inactive = the rest, 99 in 100 with inhibition below about 32%; note: strong numbers were not always called active
West Nile virus CPE – West Nile virus antiviral activity, cell-based, CPE readout (AID 1621) | 290,000 compounds, 0.02% hits | West Nile virus-infected cells, CPE inhibition; higher % means a stronger effect | CPE inhibition, % at 10 µM, or IC50 in µM where a hit was titrated; in the data active = a potency from the dose series; inconclusive = CPE inhibition mostly from about 3.7% at the one dose, without a potency; inactive = the rest, 99 in 100 with CPE inhibition below about 2.2%; note: strong numbers were not always called active
PMI inhibition – human PMI inhibitors, high substrate, primary screen, biochemical, fluorescence intensity, high mannose 6-phosphate (AID 1220); 190,000 compounds, 0.66% hits; recombinant PMI enzyme, coupled fluorescence intensity; higher % means a stronger effect; inhibition, % at 20 µM, or IC50 in µM where a hit was titrated; Mannose-6-phosphate isomerase (Homo sapiens)
human PMI inhibition – inhibitors of human PMI, primary screen, biochemical, fluorescence intensity, coupled assay (AID 1209). purified PMI enzyme, coupled fluorescence intensity; higher % means a stronger effect. one-dose inhibition, % at 20 µM; IC50 in µM for titrated hits. Mannose-6-phosphate isomerase (Homo sapiens). 190,000 compounds, 0.42% hits;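 note: plate controls were DMSO vehicle for no effect and wells lacking substrate for full effect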
TNAP activation fold – human TNAP enzyme activators, primary screen, biochemical, luminescent, no phosphate acceptor, uHTS (AID 1001) | purified TNAP, luminescent activation assay, no phosphate acceptor; higher activation fold means a stronger effect | one-dose activation fold at 20 µM; EC50 in µM for titrated hits | 200,000 compounds, 0.03% hits; in the data active = activation fold from about 3, or a potency from the dose series; inactive = the rest, 99 in 100 with activation fold below about 1.6; note: many of its hits are not listed in these tables
RSV antiviral HEp-2 – RSV antiviral activity via CPE protection, HEp-2 cells, primary 10 µM value included (AID 2391); HEp-2 cells, RSV-induced CPE inhibition; higher % means a stronger effect; one-dose CPE inhibition, % at 10 µM; IC50 in µM for titrated hits; 310,000 compounds, 0.13% hits; in the data active = a potency from the dose series; inconclusive = CPE inhibition mostly from about 23% at the one dose, without a potency; inactive = the rest, 99 in 100 with CPE inhibition below about 21%; note: strong numbers were not always called active
Insulin prom up – insulin promoter activators in MIN6 cells, imaging, high-content screening, mouse beta cells | MIN6 insulin promoter-GFP reporter; stronger effect = higher value | z-score at 5 µM | 190,000 compounds, 0.3% hits;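 active = z-score above 3 at 5 µM with at least 500 cells counted in the well; inconclusive = wells under 500 cells, flagged as cytotoxic or low count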
Insulin prom up cell count – also measured in Insulin prom up; calls as there; cell count; measured here: cytotoxicity, nuclei count;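 total cells summed across four imaged fields per well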
* marks the source's active call; other numbers are inactive results; ? = inconclusive; / = not tested or not shown; & = joins results of further samples. Cut-off read from the data, not from the text of the source, unless noted: active = inhibition above about 50%; inactive = the rest.

Results follow in this order: PhoP inhibition	ER stress rescue	SV40 large T antigen	West Nile virus CPE	PMI inhibition	human PMI inhibition	TNAP activation fold	RSV antiviral HEp-2	Insulin prom up	Insulin prom up cell count
[1] CSc1ccc(NC(=O)CC(C)=O)cc1
 : -13%	-0.9%	13%	-0.4%	-3%	-1%	1.2	2.1%	-0.24	911
[2] NC(=O)C1CCN(C(=O)CC2(CC(=O)O)CCCCC2)CC1
 : 0%	1.1%	17%	-0.1%	6%	0%	1.2	0.1%	-0.22	1234
[3] Cc1ccc(C)c(CN2C(=O)C(C)Oc3ccc(C)cc32)c1 (centres undefined)
 : -15%	4.4%	-11%	-0.3%	-1%	-18%	1.2	-1.2%	-0.65	1462
[4] CCN1CCN(c2cc(C)c3cc(NC(=O)c4cnccn4)ccc3n2)CC1
 : -6%	-0.7%	11%	-0.2%	8%	-4%	0.9	-1.0%	-0.09	945
[5] CC(=O)Nc1cccc(NC(C)=O)n1
 : -9%&2%	-1.6%	7%&11%	0.1%&0.6%	-12%	-17%	1	-0.3%	0.29&0.01	1498&1152
[6] Brc1ccc(CSc2ncnc3nc[nH]c23)cc1
 : 9%	/	17%	0.2%	-28%	-19%	1.3	4.5%	-1.2	1236
[7] N#CC1=C(N)OC2=C(CCc3ccccc32)C1c1ccccc1 (centres undefined)
 : 6%	0.8%	5%	-1.2%	13%	6%	0.9	12%	-0.47	839
[8] CC(C)(C)c1ccc(C(=O)c2c[nH]c(C(=O)NCc3cccnc3)c2)cc1
 : -8%	-1.2%	5%	-0.6%	14%	10%	1.2	?	0.45	1840
[9] C=CCc1c(C)nc2cc(-c3ccc(C)cc3)[nH]n2c1=O
 : 0%	/	3%	-0.8%	/	/	/	14%	/	/
[10] Nn1c(SCc2c(F)cccc2F)nnc1-c1ccccn1
 : -6%	/	15%	0.3%	/	/	/	/	0.36	1159
[11] O=C(O)CSCC(=O)N(Cc1ccccc1)c1nc(-c2ccccc2)c(-c2ccccc2)s1
 : -16%	/	16%	0.0%	/	/	/	?	/	/
[12] Cc1cccc2sc(N(CCCN(C)C)C(=O)CCc3ccccc3)nc12
 : -5%	-2.9%	9%	-1.6%	6%	16%	1	3.0%	-0.25	1241
[13] Cc1nc(SCC(=O)N(C)Cc2ccco2)c2c(C)c(C)sc2n1
 : -4%	2.1%	/	-0.6%	10%	3%	0.9	0.4%	-1.4	1131
[14] CCOc1ccc(NC(=O)CN(C)CC(=O)Nc2cc(Cl)ccc2C#N)cc1OCC
 : 0%	-0.4%	-2%	-0.2%	4%	8%	1.2	3.2%	-0.61	745
[15] CN(C)C(=O)C#Cc1ccccc1
 : -6%	/	16%	0.3%	/	/	/	2.8%	-0.97	1101
[16] Nc1ccc(C2CCCc3nonc32)c2nonc12 (centres undefined)
 : -2%	3.9%	9%	-1.0%	16%	18%	1	1.6%	1	824
[17] Cc1cc2c(cc1C)CSC(c1ccccc1OC(=O)C(C)(C)C)SC2
 : -3%	0.1%	28%	0.6%	9%	13%	1.1	39%	0.04	865
[18] CC1=NC(C#N)=C(C#N)NC(C)(C)C1
 : 1%	0.5%	1%	0.1%	-14%	-7%	1.1	3.9%	0.21	1138
[19] COc1cc(NC(=O)c2cccs2)c(OC)cc1NC(=O)CCC(=O)Nc1ccc2ncccc2c1
 : 3%	0.3%	-7%	0.5%	12%	13%	1.1	/	-0.28	1379
[20] Cc1ccc(S(=O)(=O)NCC(=O)N2CCC(C)CC2)cc1
 : 5%	1.0%	-1%	-0.1%	-1%	0%	1.2	-0.6%	0.01	1040
[21] Cc1nc(N/C(N)=N/S(=O)(=O)c2ccc([N+](=O)[O-])cc2)nc2ccccc12
 : -10%	5.6%	9%	-1.3%	8%	8%	1.1	6.7%	-1.1	1406
[22] CCOC(=O)c1c(NC(=O)Cn2c(C)nc3ccccc32)sc2c1CCC2
 : -16%	-2.3%	8%	-0.7%	12%	16%	1.1	7.2%	0.03	1967
[23] CCN(CC)CCN(Cc1cc2cc3c(cc2[nH]c1=O)OCCO3)C(=S)NC
 : 1%	/	13%	-0.5%	/	/	/	2.1%	/	/
[24] COC1C/C(=N\O)C2OC(c3ccccc3)OCC2O1 (centres undefined)
 : 2%	-1.5%	17%	-0.4%	-9%	-18%	1	1.9%	0.16	1312
[25] C=CCN1c2ccccc2[C@]23C[C@@H](C(=O)OC)N(C(C)=O)C2=NC(C(=O)OC)=C(C(=O)OC)[C@H]13
 : -1%	/	7%	0.1%	/	/	/	-1.1%	0.82	710
[26] CC(=O)NN1C(=O)/C(=C\c2ccc(O)cc2)SC1=S
 : /	-1.0%	/	-0.5%	2%	5%	0.6	7.7%	0.33	1362
[27] CCN(CC(=O)Nc1ccc(C)c(F)c1)CC(=O)NC(C)C
 : -2%	/	-2%	-1.0%	-12%	-12%	1.1	1.1%	0.38	1279
[28] CCc1ccc(NC(=O)Cn2nc(C)c([N+](=O)[O-])c2C)cc1
 : -7%	2.4%	9%	-0.8%	5%	12%	1.2	3.3%	-0.08	1206
[29] CC1(C(=O)O)COC(c2ccc([N+](=O)[O-])cc2)OC1 (centres undefined)
 : -7%	-1.8%	21%	0.6%	-5%	-3%	1.1	-0.6%	-0.78	854
[30] CCN1CCN(C(=O)CN(CC)S(=O)(=O)c2ccc(Cl)cc2)CC1
 : 6%	1.0%	-1%	0.0%	7%	3%	1.1	0.7%	-0.93	1738
[31] COc1ccc(C2=COc3ccccc3C(=O)N2)cc1
 : -5%	/	9%	-0.5%	-6%	-6%	1.1	2.6%	-0.6	1277
[32] COc1cc(C(c2c(C)[nH][nH]c2=O)c2c(C)[nH][nH]c2=O)ccc1OCc1ccc([N+](=O)[O-])cc1
 : 11%	-0.7%	-6%	-0.7%	23%	23%	1.6	5.7%	0.58	1007
[33] CCOCCCNC(=O)c1c(C)[nH]c(C(=O)OCC)c1C
 : 14%	-1.8%	11%	/	6%	10%	1.2	2.0%	0.07	2010
[34] O=C(COc1ccccc1Cl)Nc1ccc(S(=O)(=O)N2CCOCC2)cc1
 : -6%	/	7%	-0.9%	/	/	/	2.4%	/	/
[35] COc1ccc(NC(=O)C2CCC(=O)N2)cc1 (centres undefined)
 : 6%	1.1%	0%	-0.4%	8%	5%	1	0.4%	0.54	1264
[36] Cc1ccc2oc(C(=O)N3CCN(Cc4ncccc4C)CC3)c(C)c2c1
 : 0%	/	6%	-1.1%	/	/	/	1.6%	/	/
[37] c1ccc(-c2csc3ncnc(-n4cnc5ccccc54)c23)cc1
 : 5%	-0.5%	5%	-0.2%	8%	5%	1.1	4.6%	0.24	1478
[38] COc1cccc(NC2=NCCCCC2)c1
 : 6%	/	23%	-0.5%	/	/	/	1.1%	/	/
[39] CCC(C)NC(=O)CNC(=S)N(Cc1ccc(F)cc1)C1CCCCC1 (centres undefined)
 : 11%	/	3%	-1.0%	-11%	-9%	1	-1.2%	-0.74	1179
[40] O=C(NCCCn1ccnc1)Nc1ccc(Cl)c(Cl)c1
 : 4%	-2.1%	2%	-1.5%	11%	0%	1	1.4%	-0.4	1205
[41] C=CCN1CCN(C(=O)CSc2ccccc2)CC1
 : 14%	/	22%	0.2%	/	/	/	0.4%	/	/
[42] O=C(CSc1cn(CCNC(=O)c2ccc3ccccc3c2)c2ccccc12)NCc1ccco1
 : -3%	-1.9%	14%	0.3%	13%	15%	1.1	10%	0.56	1843
[43] CN(C)c1ccc(NC(=O)CSc2nc(C3CC3)nc3ccccc23)cc1
 : 9%	/	1%	2.5%	/	/	/	3.1%	/	/
[44] CCCN1C2CCCC1CC(NC(=S)NCCCOCC)C2 (centres undefined)
 : -2%	1.7%	4%	-0.5%	-5%	3%	1	-0.1%	0.25	1468
[45] CC(C)(C)NC(=O)NCCc1ccccc1
 : -4%	/	2%	0.3%	/	/	/	-0.1%	0.58	1074
[46] COc1ccc(/C=C/c2nc(S(=O)(=O)c3ccccc3)c(N(C)C)o2)cc1
 : 3%	/	8%	0.3%	/	/	/	17%	/	/
[47] COc1ccc(S(=O)(=O)N2CCC(C(=O)N3CCc4ccccc4C3)CC2)cc1Cl
 : 3%	0.7%	14%	-0.7%	9%	13%	1.1	9.4%	/	/
[48] CC1CCN(C(=O)CN2C(=O)c3ccccc3S2(=O)=O)CC1
 : -7%	-0.7%	1%	0.1%	-4%	-4%	1.1	0.2%	0.5	1677
[49] CCNC(=S)Nc1ccc(N2CCCCC2)cc1
 : -2%	-0.7%	?	-0.3%	14%	1%	1	0.1%	-0.01	1364
[50] COc1ccc(NC(=S)N(CCC(C)C)C(C)c2ccncc2)cc1 (centres undefined)
 : 3%	/	18%	-0.1%	/	/	/	-0.9%	0.61	816

Next part:
Results follow in this order: PhoP inhibition	ER stress rescue	SV40 large T antigen	West Nile virus CPE	PMI inhibition	human PMI inhibition	TNAP activation fold	RSV antiviral HEp-2	Insulin prom up	Insulin prom up cell count
[51] Cc1ccc(S(=O)(=O)NC(N)=NCCc2ccc(Cl)cc2)cc1C
 : -9%	-0.5%	4%	-1.0%	10%	15%	1.1	11%	0.44	1282
[52] CC1CCCN(C(=O)CSc2nc3ncccc3[nH]2)C1 (centres undefined)
 : 4%	-2.5%	2%	0.4%	2%	8%	0.5	0.9%	1	1403
[53] COc1ccc2cc(C(=O)NCc3ccccc3)[nH]c2c1
 : 0%	/	6%	1.1%	/	/	/	1.4%	/	/
[54] COc1ccc(CC2(CO)CCN(Cc3cnn(-c4ccc(F)cc4)c3)CC2)cc1
 : 1%	-1.2%	16%	-0.9%	17%	19%	1.1	13%	/	/
[55] Cc1ccc(C(=O)CSc2nnc(N)s2)c(C)c1
 : -3%	2.3%	13%	-0.4%	-44%	-52%	1	0.2%	0.05	1457
[56] Cc1cccc(NC(=S)N2CCC(N(C)CC3CCCO3)CC2)c1C (centres undefined)
 : 10%	-2.2%	-9%	-0.2%	0%	4%	1.1	-1.5%	/	/
[57] CCC(C)NC(=O)C1CCN(CCCc2ccccc2)CC1 (centres undefined)
 : 8%	/	2%	-0.5%	/	/	/	-1.2%	/	/
[58] COc1ccc(C(=O)N2CCN(C(=O)c3ccco3)CC2)cc1
 : -4%	0.5%	6%	0.0%	-5%	-9%	1	1.2%	0.46	1414

Screening results: PubChem, several laboratories
